Source: PubChem (Broad Institute)
INS-1E GSIS act: GLuc luminescence reporter in INS-1E cells, primary screen for activators of glucose-dependent secretion of insulin; INS-1E GLuc reporter insulin secretion, 2-3 h; activation, % at 16.6 µM; 370,000 tested, 0.61% active;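 active means lowest replicate activation of at least 40%, so every replicate reaches that level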;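 further: 0% = median of neutral control wells and 100% = median of IBMX positive control wells; some compounds called inactive have numbers as strong as hits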
Xi reactivation: activators of X-chromosome reactivation in mouse fibroblasts. 360,000 tested, 0.055% active. XiGFP mouse fibroblasts, % GFP-positive cells imaging, 3 d; cells co-treated with 5-aza-dC sensitizer; scaled so ellipticine positive control = 100%. activation, % at 7.58 µM;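 active means mean normalized replicate activation at least 10% and every replicate at or above 10%; inconclusive means only one of the two criteria met; inactive means mean below 10% and not all replicates reach 10%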;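 further: 0% = median of on-plate neutral control wells and 100% = ellipticine 6 µM median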
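Material: SV40-immortalized XiGFP fibroblast cells, line 68-5-11 | Buffer or medium: DMEM containing 5-aza-dC | Dosing: One concentration, pinned | Times: 3 d treatment, 15 min room-temperature fixation | Controls: Ellipticine 6 µM positive control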
RAD52 anneal inh: inhibitors of human RAD52 DNA annealing; AID 651710; P43351; inhibition, % at 18.7 µM; recombinant RAD52 DNA annealing, FRET fluorescence; 360,000 tested, 0.46% active;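 active means every replicate showing at least 50% inhibition; inconclusive means mean inhibition at least 50% but not in every replicate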
ERAP1 HTS inh: inhibitors of human ERAP1 aminopeptidase; Q9NZ08; recombinant ERAP1, Leu-AMC fluorescence, 60 min; inhibition, % at 10.7 µM; 340,000 tested, 0.15% active; AID 652197;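 active means mean replicate inhibition of at least 30%, or all replicates individually reaching that 30% level; inactive means mean below 30% and not every replicate reaching it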;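 further: 0% = neutral control wells and 100% = L-leucinethiol positive control wells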
Target sequence (Q9NZ08 whole entry, looked up): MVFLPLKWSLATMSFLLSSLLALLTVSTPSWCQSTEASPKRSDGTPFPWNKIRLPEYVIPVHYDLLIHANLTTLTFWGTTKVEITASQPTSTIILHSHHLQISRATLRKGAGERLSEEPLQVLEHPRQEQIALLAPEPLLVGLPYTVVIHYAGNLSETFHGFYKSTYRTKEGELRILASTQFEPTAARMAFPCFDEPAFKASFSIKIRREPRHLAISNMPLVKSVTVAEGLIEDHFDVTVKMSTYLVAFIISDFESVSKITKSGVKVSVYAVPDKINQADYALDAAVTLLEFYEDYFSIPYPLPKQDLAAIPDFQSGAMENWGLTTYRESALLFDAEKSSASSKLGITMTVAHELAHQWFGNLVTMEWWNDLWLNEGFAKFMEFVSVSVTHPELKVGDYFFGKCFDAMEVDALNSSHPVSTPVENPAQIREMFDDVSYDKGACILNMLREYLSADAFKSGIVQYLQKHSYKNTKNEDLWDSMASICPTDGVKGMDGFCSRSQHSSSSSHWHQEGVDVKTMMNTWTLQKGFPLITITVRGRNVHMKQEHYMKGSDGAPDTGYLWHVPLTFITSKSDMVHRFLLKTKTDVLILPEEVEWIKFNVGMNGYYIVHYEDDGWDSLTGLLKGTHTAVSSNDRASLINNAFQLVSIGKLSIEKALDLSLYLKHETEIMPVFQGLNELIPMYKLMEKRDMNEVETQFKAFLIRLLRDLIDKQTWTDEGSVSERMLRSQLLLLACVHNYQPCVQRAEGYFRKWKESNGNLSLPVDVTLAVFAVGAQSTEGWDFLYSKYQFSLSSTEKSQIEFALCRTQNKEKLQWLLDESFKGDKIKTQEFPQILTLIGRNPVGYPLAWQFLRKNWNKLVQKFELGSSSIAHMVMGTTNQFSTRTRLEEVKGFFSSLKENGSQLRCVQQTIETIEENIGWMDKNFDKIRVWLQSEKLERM
RAD54 branch: RAD54 (human) branch migration inhibition; Q92698; inhibition, % at 10.4 µM; 360,000 tested, 0.14% active; AID 602329; RAD54 Holliday junction branch migration, FAM/BHQ fluorescence;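 active means mean normalized replicate activity at least 40 and at least half of replicates scoring 40 or more; inconclusive means only one of the two criteria met; inactive means mean below 40 and under half of replicates reaching 40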;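 further: 0% = median of neutral control wells and 100% = median of positive control wells; inhibitors cause a drop in the FAM fluorescence signal; in these data hits start at about 50%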
ARNT TACC3 PPI: ARNT/TACC3 interaction disruption; AID 623870; AlphaScreen His-ARNT PAS-B/GST-TACC3 binding, luminescence; TACC3 fragment carries E629A point mutation; 390,000 tested, 0.66% active; inhibition, % at 9.99 µM;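 active means mean inhibition of replicates at least 50% and at least half of replicates each reaching 50%; inconclusive means half or more replicates reach 50% but mean below 50%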;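 further: 0% = complete ARNT plus TACC3 wells and 100% = ARNT alone without TACC3; many hits fall short of the cut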
esBAF inh: SWI/SNF esBAF complex inhibition. mouse ES cells, Bmi1-luciferase knock-in reporter, 24 h; 100% = twice the neutral-well signal. reporter increase, % at 12.5 µM. 350,000 tested, 2% active; in the data active means activation above about 40%; inconclusive means no clear call, values can overlap the other calls;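 further: 0% = median of the plate's neutral control wells and 100% = double that signal; a rise in the Bmi1 reporter signal indicates esBAF inhibition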
CFTR F508del cor: correctors of CFTR F508del function in bronchial epithelial cells | 350,000 tested, 0.36% active | activity (quench increase), % at 7.58 µM | CFBE cells, YFP halide quenching; stimulated with forskolin plus potentiator P3; % fluorescence drop versus neutral controls;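 active means mean added fluorescence quench of at least 8% versus neutral control, with both replicates also reaching 8%; inconclusive means only one of the mean or replicate conditions met; inactive means mean below 8% and not both replicates reaching 8%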;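 further: cells transiently co-express mutant CFTR-F508del with the halide-sensitive YFP; corrector assay measuring rescue of mutant channel to the surface after 24 h compound exposure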
* = called active by the depositor; u = inconclusive; x = not tested or not shown; & = joins results of further samples.

SMILES,RAD52 anneal inh,ARNT TACC3 PPI,RAD54 branch,Xi reactivation,ERAP1 HTS inh,CFTR F508del cor,INS-1E GSIS act,esBAF inh
CC(C)NC(=O)Nc1ccc2c(c1)C(=O)N([C@H](C)CO)C[C@H](C)[C@@H](CN(C)S(=O)(=O)c1cn(C)cn1)OCCCC[C@@H](C)O2,3,-11,3,0.6,1,-2.0,35,0
N#CC(C(=O)Nc1ccccc1)=C1CCCCC1,x,2,5,x,x,x,1,20
Cc1cc(C)c(C)c(S(=O)(=O)N2CCN(C(=O)c3ccncc3)CC2)c1C,-16,0,-2,0.4,2,-0.3,7,-1
C[C@@H]1CN([C@H](C)CO)C(=O)CCCn2nncc2CO[C@H]1CN(C)Cc1ccccc1C(F)(F)F,-7&-2,-10,-3&1,0.3,0&-3,2.7&0.4&4.8,-14&-7,5&-2&-1
Cc1noc(C)c1NC(=O)Nc1ccc2c(c1)CC(=O)N([C@H](C)CO)C[C@@H](C)[C@@H](CN(C)Cc1ccc(C(=O)O)cc1)O2,5,-5,-2,-0.8,0,-3.6,11,1
OC[C@H]1[C@H](c2ccc(C#Cc3ccccc3F)cc2)[C@H]2CN(CC3CCOCC3)CCCCN21,17,-7,7,0.0,-3,-4.1,1,-2
Cc1ccc(S(=O)(=O)N2CCOCC2)cc1NC(=O)COC(=O)c1cc(=O)[nH]c2ccccc12,-5,-6,-10,-0.1,3,3.2,-8,1
C[C@@H]1CN([C@@H](C)CO)C(=O)c2cccc(NC(=O)c3ccncc3)c2O[C@@H]1CN(C)S(=O)(=O)c1cn(C)cn1,-4,-9,-3,-0.1,0,-0.1,-2,2
COC(=O)c1ccc2nc(-c3ccc(OC)c(OC)c3)c(CC3CCCCC3)n2c1,-34,x,2,0.0,x,0.9,x,3
CN(C)c1cccc(C(=O)NNC(=O)NC2CCCCC2)c1,-13,2,x,0.1,11,x,-1,x
CC(=O)N(C)C[C@@H]1Oc2ncc(-c3ccc(C#N)cc3)cc2C(=O)N([C@H](C)CO)C[C@H]1C,2,-3,-3,0.0,-2,0.0,16,0
CC1CCN(C(=O)CSc2nnc3c(n2)[nH]c2ccc(F)cc23)CC1,-4,7,-9,0.1,2,0.7,19,-5
CCC(C)NCC(=O)Nc1cc(S(=O)(=O)N(CC)c2ccccc2)ccc1Cl (stereo not given),x,-1,x,0.0,x,x,-13,-5
O=C(CSc1nc2ccccc2o1)N1CCOCC1,-4,-13,8,0.0,-1,1.9,3,x
O=C(c1ccc2ccccc2c1)N1CCN(S(=O)(=O)/C=C/c2ccccc2)CC1,-9,-7,7,0.0,-4,1.6,-12,4
CC(=O)c1ccc(S(=O)(=O)Nc2ccc(C(=O)NC3CC3)cc2)cc1,-4,-2,3,0.7,3,0.8,3,0
COc1ccc(CN(C)C[C@@H]2Oc3ccc(NC(=O)Cn4cnnn4)cc3C(=O)N([C@H](C)CO)C[C@H]2C)cc1,-4,12,-2,-0.1,3,2.0,-4,1
CC(C)c1nc(NCCO)c2nnn(Cc3ccccc3)c2n1,-22,-6,x,0.0,7,x,29,x
CC1(C)Cc2ccccc2-c2nnc(SCc3ccccc3)n21,-6,3,-3,x,-6,4.1,-15,38
Cc1ccc(S(=O)(=O)Nc2ccc3c(c2)CC(=O)N([C@H](C)CO)C[C@H](C)[C@@H](CN(C)C(=O)Nc2ccccc2)O3)cc1,-12,x,-9,0.2,0,1.7,17,-3
COc1ccc(N=C2SC(C(=O)Nc3ccc(OC)cc3)CC(=O)N2CCN2CCOCC2)cc1 (stereo not given),x,0,-8,-0.1,x,x,-21,x
C/C=C/c1ccc([C@H]2[C@H]3CN(Cc4ccc(F)cc4)CC(=O)N3[C@H]2CO)cc1,-10,x,x,0.0,-3,-0.3,6,x
CC1(c2cccc(Br)c2)NC(=O)N(CC(=O)NCC2CCCO2)C1=O (stereo not given),-9,-26,6,0.3,-4,-1.4,x,-1
O=S(=O)(c1ccc(F)cc1)N1CCCCN2[C@@H](CO)[C@@H](c3ccc(-c4ccccc4)cc3)[C@@H]2C1,-5,17,2,-0.1,0,-1.8,-22,x
O=C(Nc1cccc(F)c1)N[C@H]1CC[C@@H](CCNS(=O)(=O)c2cccc(Cl)c2)O[C@@H]1CO,-9,5,2,0.0,-3,-0.2,-16,-2
CCCNC(=O)Nc1ccc2c(c1)C(=O)N(C)C[C@@H](OC)[C@H](C)CN(C)[C@H](C)CO2,8,-2,3,0.0,1,-0.6,11,4
O=C(CSc1nncs1)NC(=O)NC1CCCC1,-6,-4,x,0.3,x,-2.7,-3,x
Cc1noc(C)c1NC(=O)N(C)C[C@@H]1Oc2ccc(NC(=O)c3ccncc3)cc2CC(=O)N([C@@H](C)CO)C[C@H]1C,-4,-29,-10,-0.8,-3,-0.8,0,-4
Cc1nc(C(=O)N2CCCC(C(=O)c3cccc(OC(C)C)c3)C2)cs1 (stereo not given),-11,-7,-8,0.0,-4,-0.1,11,x
CC(=O)N1CCCC(C)(C(=O)Nc2ccc3oc(C)nc3c2)C1 (stereo not given),-9,x,2,0.0,-3,0.6,-6,6
O=C(NC1CCCN(Cc2ccc(Cl)cc2)C1)c1cnc2ccccn2c1=O (stereo not given),-48,4,1,0.3,1,0.7,-3,-3
COc1ccc2c(C)cc3nncn3c2c1,-13,17,x,0.0,0,-1.9,42,x
COC(=O)c1ccccc1NC(=O)Nc1cc(C(C)(C)C)on1,-15,-6,-15,0.0,-2,2.0,-2,0
O=C(Nc1ccc(C(F)(F)F)cc1)N1CCN(c2ccnc3cc(Cl)ccc23)CC1,-19,6,-3,0.2,x,-0.7,-47,x
C[C@@H]1CN([C@H](C)CO)C(=O)c2cc(NC(=O)Nc3ccc4c(c3)OCO4)ccc2O[C@@H](C)CCCCO[C@H]1CN(C)S(=O)(=O)c1cn(C)cn1,-2,8,3,-0.8,-2,-1.5,-13,58*
O=C(Nc1ccc2c(c1)C(N1CCOCC1)c1ccccc1-2)C(F)(F)F (stereo not given),-13,-7,-2,0.2,-7,-1.8,1,-2
O=C(CN1C(=O)CSc2ccc(S(=O)(=O)N3CCOCC3)cc21)NCCCN1CCOCC1,-9,-13,-9,0.1,-5,-1.4,0,-16
C[C@@H]1CN([C@H](C)CO)C(=O)c2cc(NS(=O)(=O)c3ccc(Cl)cc3)ccc2O[C@@H]1CN(C)S(=O)(=O)c1ccccc1,x,-5,-3,-0.2,x,-1.6,-5,7
O=C(Nc1cccnc1)c1sc(Nc2ccccc2)nc1-c1ccccc1,-13,-1,x,0.1,-2,-1.9,1,x
Cc1ccc(C)c(N2CCN(S(=O)(=O)c3cccc4cccnc34)CC2)c1,-12,-3,x,0.0,2,0.6,x,x
CC1C(=O)OC2C1CCC1(C)C3(C)C(=O)C=CC213 (stereo not given),-8,x,0,x,-3,-5.6,6,-2
O=C(CCCSc1nc2ccccc2[nH]1)Nc1ccccc1,x,1,15,0.0,x,x,4,x
COc1ccc(Nc2c3c(nc4ccc(C)cc24)CCC3)cc1,41,10,54*,0.3,3,5.2,21,-19
COc1cc(NC(=O)CCN2C(=O)NC3(CCCC3)C2=O)c(OC)cc1Cl,-2,8,6,0.2,-6,-1.0,4,-1
COc1ccc(C2CC(C)(c3ccc(OC)cc3)Nc3ccccc3N2)cc1 (stereo not given),-1,9,1,0.3,1,2.6,x,u
CN(C)/C=C(/C(=O)c1ccccc1Cl)S(C)(=O)=O,-4,-1,x,0.0,-4,-1.0,3,x
CC(C)c1ccc(SCc2noc(C(=O)NCC3CCCO3)c2C(=O)O)cc1 (stereo not given),-25,0,-12,0.0,0,-1.0,-1,7
Fc1ccc(-c2nnc(CSc3nnc4ccccn34)o2)cc1,-25,-7,x,0.0,-2,-2.6,6,x
C[C@H](CO)N1C[C@H](C)[C@H](CN(C)Cc2ccccc2)Oc2ccc(NC(=O)c3ccncc3)cc2C1=O,22,-12,5,0.1,-2,-0.7,11,2
O=C(Nc1nnc(-c2ccc(Br)cc2)o1)C1=COCCO1,-18,10,-6,1.6,1,2.3,1,13
C[C@H]1CN([C@@H](C)CO)C(=O)c2cccc(NC(=O)CCCCCC(=O)Nc3ccccc3N)c2O[C@H]1CN(C)S(=O)(=O)c1ccc(Cl)cc1,4,x,x,-0.1,-6,2.1,-28,-4
COc1ccc(-n2nc(C(=O)O)c3ccccc3c2=O)c(OC)c1,15,-3,-4,x,-2,1.6,-1,-1
CNC(=O)CSc1cn(CC(=O)N(C(C)C)C(C)C)c2ccccc12,-5,-4,-1,0.0,3,-3.3,4,-5
C=CCn1cc(C(=O)NCCCN(CC)CC)c(=O)c2cc(S(=O)(=O)N3CCC(C)CC3)ccc21,2,4,2,0.0,0,-1.2,-11,3
C/C=C/c1ccc2c(c1)O[C@@H](CN(C)C(=O)COC)[C@H](C)CN([C@@H](C)CO)S2(=O)=O,-1,-3,-2,0.1,0,0.6,-1,-1
CO[C@H]1CN(C)C(=O)c2ccc(NC(=O)NC(C)C)cc2OC[C@@H](C)NC[C@@H]1C,5,-2,1,0.4,0,x,2,-4

More results.
SMILES,RAD52 anneal inh,ARNT TACC3 PPI,RAD54 branch,Xi reactivation,ERAP1 HTS inh,CFTR F508del cor,INS-1E GSIS act,esBAF inh
OCCOCCn1c(C2CCCN2c2nc(-c3ccc(F)cc3)cs2)nc2cc(C(F)(F)F)ccc21 (stereo not given),-6,5,-2,-0.1,1,-1.6,-34,4
Cc1ccc(S(=O)(=O)N2CCC(C(=O)NNC(=O)c3ccccc3O)CC2)cc1,-11,-3,-5,0.0,-2,0.2,1,-12
COc1ccccc1-c1ccc([C@H]2[C@H](CO)N(C(C)=O)C23CN(C(C)=O)C3)cc1,-14,x,x,0.1,-2,-0.4,0,x
COC(=O)COc1ccc(S(=O)(=O)NCc2ccncc2)cc1,-8,3,-3,x,10,1.8,-15,-4
CSc1ccc(C2=CC(=O)C[C@H](c3ccc(Cl)cc3)C2)cc1,-69,-3,11,0.0,-1,-2.9,0,9
Cc1ccccc1-n1ccnc1SCC(=O)NCC1CCCO1 (stereo not given),-9,-29,-12,0.3,6,-1.5,6,-8
COc1ccc(C(=O)Nc2ccc(C(=O)NCC3CCCO3)cc2)c(OC)c1OC (stereo not given),1,-2,-3,0.0,3,-3.4,x,0
Cc1cc(Nc2ccc(O)cc2)n2c(nc3ccccc32)c1C#N,-6,-5,x,0.1,-3,-0.7,1,x
Cc1ccc(S(=O)(=O)N(C)C[C@H]2Oc3c(NC(=O)C4CCCCC4)cccc3C(=O)N([C@H](C)CO)C[C@@H]2C)cc1,7,26,-10,0.1,-3,-1.4,-1,0
O=C(NCc1ccc2c(c1)OCO2)C1CCCN(S(=O)(=O)c2cccs2)C1 (stereo not given),-9,-7,1,0.0,0,0.6,x,4
CC(=O)Oc1ccccc1Cn1c(C)c(C(=O)NCc2ccc(Cl)c(Cl)c2)sc1=O,-25,x,-3,4.8,x,-2.9,-35,3
Cc1cnn(C(=O)c2oc3ccccc3c2C)c1,-8,-9,x,x,3,-0.4,-1,x
C[C@H]1CN([C@@H](C)CO)C(=O)c2cc(C#Cc3ccccn3)cnc2O[C@H]1CN(C)Cc1cncnc1,-38,1,-4,-1.0,-1,1.3,13,0

Not a hit list; any-hit rate near 3.3%.
